Bioassay records deposited in PubChem BioAssay by National Center for Advancing Translational Sciences (NCATS).
PGK inhibitor: qHTS Assay to Find Inhibitors of Phosphoglycerate Kinase; PGK/GAPDH coupled, Kinase-Glo luminescence, 60 min; Potency, µM (highest dose often 57.5 µM), for inactives: top-dose activity change, negative = inhibition, hits mostly inhibitors; AID 602233, 2012; actives 0.043% (n = 380,000); also: % is scaled to controls: 0 for no effect and ±100 for the full control effect; nearly all actives have a fitted effect of over 60% in size
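Recombinant glycosomal PGK reaction used 1,3-bisphosphoglycerate generated in-well by GAPDH (100nM final) in 100mM TEA pH 7.6, 5mM MgCl2, 0.01% Tween-20. After 60 minutes at room temperature, ATP was read by Kinase-Glo Plus luminescence end-point.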
BLM inh: qHTS Assay for Inhibitors of Bloom's syndrome helicase (BLM) | actives 0.2% (n = 350,000) | Potency, µM (top dose mostly 56.1 µM), for the others: at the highest dose activity change, negative = inhibition, actives largely listed as inhibitors | RecQ-like DNA helicase BLM (Homo sapiens), P54132 | recombinant BLM DNA unwinding, fluorescence dequenching | AID 2528, 2010;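 also: plate controls were vehicle for no effect and no enzyme for full effect; nearly all actives have a fitted effect of over 35% in size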
Target sequence (P54132 whole entry, looked up): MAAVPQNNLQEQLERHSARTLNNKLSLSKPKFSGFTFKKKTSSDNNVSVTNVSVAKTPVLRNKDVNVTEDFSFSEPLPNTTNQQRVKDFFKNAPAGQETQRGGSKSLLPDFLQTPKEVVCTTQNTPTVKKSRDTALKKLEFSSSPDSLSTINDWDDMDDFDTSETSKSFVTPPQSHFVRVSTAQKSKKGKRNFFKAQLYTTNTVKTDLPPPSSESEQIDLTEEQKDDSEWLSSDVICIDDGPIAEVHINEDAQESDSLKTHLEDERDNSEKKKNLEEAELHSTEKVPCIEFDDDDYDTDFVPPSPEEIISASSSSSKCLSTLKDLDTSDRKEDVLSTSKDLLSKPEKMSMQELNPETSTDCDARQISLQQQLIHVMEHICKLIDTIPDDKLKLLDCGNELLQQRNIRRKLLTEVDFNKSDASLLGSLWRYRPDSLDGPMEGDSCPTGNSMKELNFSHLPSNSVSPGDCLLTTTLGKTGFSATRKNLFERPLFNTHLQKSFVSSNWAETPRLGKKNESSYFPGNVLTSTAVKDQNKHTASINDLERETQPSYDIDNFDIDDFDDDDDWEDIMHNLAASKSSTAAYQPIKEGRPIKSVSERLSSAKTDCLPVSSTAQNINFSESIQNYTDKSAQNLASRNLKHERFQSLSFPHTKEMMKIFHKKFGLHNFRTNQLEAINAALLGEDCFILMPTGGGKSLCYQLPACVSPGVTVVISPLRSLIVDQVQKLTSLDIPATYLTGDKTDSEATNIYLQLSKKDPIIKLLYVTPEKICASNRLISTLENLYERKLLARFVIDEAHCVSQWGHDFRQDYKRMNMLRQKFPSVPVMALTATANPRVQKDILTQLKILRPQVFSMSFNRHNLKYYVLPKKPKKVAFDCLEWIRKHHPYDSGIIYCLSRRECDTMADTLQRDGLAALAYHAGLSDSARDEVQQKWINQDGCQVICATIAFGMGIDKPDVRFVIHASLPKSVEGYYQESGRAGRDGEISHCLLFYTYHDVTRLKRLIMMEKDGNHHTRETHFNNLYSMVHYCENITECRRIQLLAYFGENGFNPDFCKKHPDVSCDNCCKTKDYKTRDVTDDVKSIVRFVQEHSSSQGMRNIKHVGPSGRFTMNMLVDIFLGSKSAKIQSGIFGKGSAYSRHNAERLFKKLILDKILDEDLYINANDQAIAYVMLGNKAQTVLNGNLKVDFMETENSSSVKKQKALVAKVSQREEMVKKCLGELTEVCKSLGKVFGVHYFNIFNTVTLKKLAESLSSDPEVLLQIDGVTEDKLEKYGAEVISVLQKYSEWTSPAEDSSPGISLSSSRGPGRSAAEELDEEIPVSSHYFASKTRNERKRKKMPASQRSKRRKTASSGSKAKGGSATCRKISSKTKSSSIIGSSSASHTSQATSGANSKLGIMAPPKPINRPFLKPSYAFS
JMJD2A Tudor inh: qHTS Assay for Inhibitors of JMJD2A-Tudor Domain. AlphaScreen JMJD2A-Tudor / H3K4me3 peptide binding. Potency, µM (highest dose often 114 µM), for inactives: top-dose activity change, negative = inhibition, hits mostly inhibitors. actives 4.4% (n = 390,000). AID 504339, 2011; also: % is scaled to controls: 0 for no effect and ±100 for the full control effect; nearly all actives have a fitted effect of over 50% in size
HP1b binding inh: HTS for Inhibitors of HP1-beta Chromodomain Interactions with Methylated Histone Tails. AID 540317, 2011. AlphaScreen HP1-beta / biotin-H3K9me3 peptide binding. actives 0.56% (n = 390,000). Chromobox protein homolog 1 (Homo sapiens), P83916. Potency, µM (series often up to 114 µM), inactives show at the highest dose activity change, negative = inhibition, actives largely listed as inhibitors; also: nearly all actives have a fitted effect of over 70% in size; inactives centre near 23
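HP1-beta protein (50 nM final) preincubated 30 min at room temperature with biotinylated H3(1-18)K9me3 peptide (50 nM) in PBS pH 7.4, 0.01% Tween-20, then compound added for 30 min. AlphaScreen streptavidin donor/nickel chelate acceptor beads (10 ug/mL final), 30 min dark, luminescence read.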
Pin1 inh: qHTS Assay to Find Inhibitors of Pin1; Peptidyl-prolyl cis-trans isomerase NIMA-interacting 1 (Homo sapiens), Q13526; Pin1 FP peptide displacement, HiFluor488, 10 min; Potency, µM (top dose mostly 115 µM), for the others: top-dose activity, negative = inhibition, usual class: inhibitors; actives 0.009% (n = 390,000); active = well fitted inhibition curve with a large enough effect in the polarisation, with a control signal flat, not every such curve was filed as active; inconclusive = small, poorly fitted or top-dose-only effect, or effect the other way, or a change in a side signal; inactive = no such curve, though single readings can be large or run the other way; the % refers to the polarisation; also: % is scaled to controls: 0 for no effect and ±100 for the full control effect
G9a block: qHTS Assay for Inhibitors of Histone Lysine Methyltransferase G9a. Potency, µM (highest dose often 102 µM), inactives show top-dose activity, negative = inhibition, usual class: inhibitors. actives 8.8% (n = 350,000). G9a H3K9 monomethylation, AlphaScreen, 2 h. Histone-lysine N-methyltransferase EHMT2 (Homo sapiens), Q96KQ7; also: % is scaled to controls: 0 for no effect and ±100 for the full control effect; nearly all actives have a fitted effect of over 75% in size
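Signal arises when biotinylated H3K9 peptide, once monomethylated, bridges streptavidin donor and antibody-captured acceptor beads. Enzyme at 20 nM was preincubated 15 min with test compounds; peptide 500 nM and SAM 20 uM then reacted for 2 h.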
Pol iota inh: qHTS for Inhibitors of Polymerase Iota. DNA polymerase iota (Homo sapiens), Q9UNA4. Pol iota fluorescent replication assay, 10 min. Potency, µM (series often up to 115 µM), for inactives: at the top dose activity, negative = inhibition, most hits filed as inhibitors. actives 1% (n = 390,000)
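Pol iota at 10 nM preincubated 15 min with compounds at room temperature; reaction started with fluorescent substrate, 50 nM final. Fluorescence read kinetically at 0 and 10 min; buffer-only wells as negative control.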
BAZ2B inh: qHTS Assay for Inhibitors of BAZ2B; Bromodomain adjacent to zinc finger domain protein 2B (Homo sapiens), Q9UIF8; AlphaScreen BAZ2B-H3K14Ac peptide displacement; Potency, µM (highest dose often 114 µM), without a hit: at the top dose activity change, negative = inhibition, hits mostly inhibitors; actives 4.4% (n = 360,000); AID 504333, 2011; also: % is scaled to controls: 0 for no effect and ±100 for the full control effect; nearly all actives have a fitted effect of over 60% in size
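AlphaScreen displacement of biotin-H3(5-23)K14Ac peptide (50 nM final) from BAZ2B (50 nM final) in PBS pH 7.4, 0.01% Tween-20; complex preformed 30 min RT, then compounds (top 110 uM) 30 min RT, beads 20 min dark.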
GLS inh: qHTS for Inhibitors of Glutaminase (GLS). GLS enzymatic activity, qHTS titration. Potency, µM (top dose mostly 45.5 µM), for inactives: top-dose activity change, negative = inhibition, actives largely listed as inhibitors. actives 0.21% (n = 410,000). AID 624170, 2012; also: % is scaled to controls: 0 for no effect and ±100 for the full control effect
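Enzyme dispensed in phosphate buffer (45 mM, pH 8.2, 0.02% Tween-20), compounds pinned in, then 1 mM L-glutamine solution and the glutamate oxidase–HRP–Amplex Red mix added; fluorescence read immediately and again after 30 min at room temperature.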
Active calls of the source: *; i = inactive; u = inconclusive; x = no result given; & = joins results of further samples; [ ] = remark or other dose. Unless noted, calls follow the shape of the dose curve; as a rule, active = well fitted curve in the direction sought with a large enough effect; inconclusive = small, poorly fitted or top-dose-only effect, or another doubt; inactive = no such curve, though single readings can be large; an effect the other way counts as inactive or inconclusive. Potency is read from the fitted curve at half-maximal effect. An excerpt; the hit share may differ from the screen's.

item | structure | PGK inhibitor | BLM inh | JMJD2A Tudor inh | HP1b binding inh | Pin1 inh
1 | COc1cc(-c2cc3n(C)c(C)c(CCC(=O)NC4CCC(C)CC4)c(=O)n3n2)cc(OC)c1OC (centres undefined) | i | -1% | -10% | 21%[57 µM] | 0%
2 | O=C(CNC(=O)c1ccccc1F)NCCc1ccccc1F | i | x | -1% | 21% | -7%
3 | Nc1nc(NCCO)nc(NCc2ccccc2)c1[N+](=O)[O-] | -2% | -1% | -11% | 35% | -10%
4 | CN(CC(=O)Nc1cccc(F)c1)C(=O)c1ccc(-c2cccc(C(F)(F)F)c2)o1 | -3% | x | -29% | 11% | 27%
5 | Cc1ccc(-n2ncc3c(SCc4ccccc4)ncnc32)cc1 | -5% | -2% | 17% | 63%[activator] | 14%
6 | CCOC(=O)c1c(S(=O)(=O)NCC(=O)N2CCN(c3cccc(OC)c3)CC2)c(C)n(C)c1C | i | 0% | -29% | 6% | 3%
7 | COc1ccc2cc(S(=O)(=O)N3CCCCC3)ccc2c1S(=O)(=O)N1CCCCC1 | i | -8% | -24% | 5% | 16%
8 | COc1ccc(CC2(CO)CCN(Cc3cnn(-c4ccc(F)cc4)c3)CC2)cc1 | -7% | 5% | u | 19% | -12%

item | G9a block | Pol iota inh | BAZ2B inh | GLS inh
1 | 3%[59 µM] | 24% | -8% | -4%
2 | -7%[2.33 µM] | -13% | 10% | -3%
3 | 4% | 33%[activator] | -14% | -2%
4 | 18µM* | -4% | -8% | -1%
5 | 190%[activator] | -1% | 74%[activator] | 11%
6 | -17% | 21% | u | 12%
7 | 18%[59 µM] | -8% | 1% | 4%
8 | -4% | u | 0% | -2%

Going on with the list.
item | structure | PGK inhibitor | BLM inh | JMJD2A Tudor inh | HP1b binding inh | Pin1 inh
9 | CC1CCCC(NC(=O)C2CCN(S(=O)(=O)c3cnc[nH]3)CC2)C1C (centres undefined) | 8% | 0% | 6% | 30% | 1%
10 | CCO[C@H]1OC(C(=O)N2CCOCC2)=C[C@@H](c2ccc(Br)cc2)[C@@H]1CCCO | -3% | -2% | -4% | 26% | -5%
11 | Cc1cn(C2CCCCC2)c(=O)n(-c2ccccc2)c1=O | i | x | -5% | 30% | -9%
12 | Cc1ccc2nc(-c3ccccc3)oc(=O)c2c1 | -3% | -8% | 4% | 38% | 1%
13 | CCCOc1ccc(C2=CSC3=NCCN23)cc1Cl | 1% | 5% | -36% | 9% | -2%
14 | COC(=O)c1cccc(S(=O)(=O)N2CCN(c3nc4ccccc4s3)CC2)c1 | x | -2% | -16% | 28% | -3%
15 | COc1ccccc1CNC(=O)c1ccccc1C(=O)NC(CC(C)C)C(=O)NCc1ccccc1OC (centres undefined) | -7% | -9% | 35µM* | 3% | 1%
16 | CCOC(=O)c1c(C)[nH]c(C(=O)Cn2c(=O)c3c(ncn3CC)n(Cc3ccccc3)c2=O)c1C | -9% | -12% | -22% | 5% | 34%[activator]

item | G9a block | Pol iota inh | BAZ2B inh | GLS inh
9 | 5% | 35%[activator] | -1% | -2%
10 | -4%[59 µM] | 36%[activator] | -14% | 5%
11 | x | 3% | x | -2%
12 | -7% | -1% | 13% | 0%
13 | -12% | -29% | u | 16%
14 | -20%[59 µM] | 24% | -1% | 2%
15 | -5%[59 µM] | 71µM* | u | 7%
16 | 8.9µM* | -9% | -6% | -18%

(next part)
item | structure | PGK inhibitor | BLM inh | JMJD2A Tudor inh | HP1b binding inh | Pin1 inh
17 | CCn1cc(C(=O)NCCC(C)C)c(=O)c2cc(S(=O)(=O)N3CCCCC3)ccc21 | -1% | -1% | -4% | 18% | -3%
18 | Cc1ccc(C(=O)Nc2ccc(Oc3cccc(C(F)(F)F)c3)nc2)cc1 | 16% | -3% | -8% | 19% | -1%
19 | CCO/C(C)=C1\C(=O)Nc2ccccc21 | 5% | -1% | -8% | 40%[activator] | -6%
20 | COc1cc(/C=C/c2ccc3cccc(O)c3n2)ccc1O | 0% | -14% | u | 13% | -2%
21 | CC1Sc2ccc(Cl)cc2-c2nc(N)ncc21 (centres undefined) | -9% | -3% | -7% | 12% | 0%
22 | CCOC(=O)C1=C(COC(=O)/C=C/c2ccccc2)NC(=O)NC1C (centres undefined) | -9% | x | -12% | 6% | 1%
23 | Cc1oc(-c2cccs2)nc1CS(=O)CC(=O)NCCc1ccccc1 (centres undefined) | 3% | -1% | -26% | 21% | 0%
24 | CCCCNC(=S)NNC(=O)c1csc(C)c1C | -6% | 1% | -13% | 25% | 4%

item | G9a block | Pol iota inh | BAZ2B inh | GLS inh
17 | 10% | 15% | -12% | -1%
18 | 0% | 161%[activator] | 3% | 6%
19 | 50µM* | 14% | 7% | 2%
20 | 1% | -7% | -21% | 3%
21 | -37% | -10% | -28% | -3%
22 | 19%[0.501 µM] | 10% | 5% | 2%
23 | 50µM* | -6% | -25% | 7%
24 | -6%[59 µM] | -5% | 7% | 13%

More compounds follow:
item | structure | PGK inhibitor | BLM inh | JMJD2A Tudor inh | HP1b binding inh | Pin1 inh
25 | CCc1c(-c2ccccc2)nc2nc(C)c(C)nn12 | -5% | -5% | 17% | 84%[activator] | u
26 | COc1cc2c(cc1OC)C(c1ccc(-c3ccc(Cl)c(Cl)c3)o1)=NCC2 | 0% | -5% | 18µM* | u | 53%[activator]
27 | CCOc1ccc(CCNC(=O)C2CCN(S(=O)(=O)N3CCCCC3)CC2)cc1OCC | -4% | -3% | -4% | 5% | 10%
28 | Cc1ccc(NC(=O)C(OC(=O)c2ccccc2Cl)c2ccccc2)cc1Cl (centres undefined) | i | -8% | -8% | 41%[activator] | 22%
29 | O=C(Nc1ccccc1C(=O)NCC1CCCO1)c1ccc(Cl)cc1Cl (centres undefined) | 0% | -2% | 8% | 27% | -1%
30 | COc1cccc(C(c2sc3nc(-c4ccco4)nn3c2O)N2CCC(C)CC2)c1 (centres undefined) | -7% | -1% | -27% | -7% | -4%
31 | CCN(CC)c1ccc(/C=N/NC(=O)c2ccccn2)cc1 | -2% | -3% | -20% | 46%[activator] | 0%
32 | COc1ccc(OC)c(NC(=O)c2ccc(S(=O)(=O)N3CCN(C)CC3)cc2)c1 | 7% | 1% | -27% | 25% | 1%

item | G9a block | Pol iota inh | BAZ2B inh | GLS inh
25 | -9% | u | 43%[activator] | -12%
26 | 14µM* | 17%&32% | u | 6%
27 | -4% | 19% | -16% | -1%
28 | 18%[59 µM] | 20% | -3% | 1%
29 | x | 10% | 2% | 5%
30 | 18µM* | 21% | u | 0%
31 | 11%[59 µM] | 59%[activator] | -12% | 8%
32 | u | 13% | -9% | -21%

Next part (5 carried over from the part before).
item | structure | PGK inhibitor | BLM inh | JMJD2A Tudor inh | HP1b binding inh | Pin1 inh
28 | Cc1ccc(NC(=O)C(OC(=O)c2ccccc2Cl)c2ccccc2)cc1Cl (centres undefined) | i | -8% | -8% | 41%[activator] | 22%
29 | O=C(Nc1ccccc1C(=O)NCC1CCCO1)c1ccc(Cl)cc1Cl (centres undefined) | 0% | -2% | 8% | 27% | -1%
30 | COc1cccc(C(c2sc3nc(-c4ccco4)nn3c2O)N2CCC(C)CC2)c1 (centres undefined) | -7% | -1% | -27% | -7% | -4%
31 | CCN(CC)c1ccc(/C=N/NC(=O)c2ccccn2)cc1 | -2% | -3% | -20% | 46%[activator] | 0%
32 | COc1ccc(OC)c(NC(=O)c2ccc(S(=O)(=O)N3CCN(C)CC3)cc2)c1 | 7% | 1% | -27% | 25% | 1%
33 | CCOC(=O)/C=C1\Nc2ccccc2SC1=O | -5% | 1% | -12% | 29% | 1%
34 | Cc1ccc(CNC(=O)CS(=O)(=O)c2cccc3nsnc23)cc1 | -7% | -2% | -9% | 26%[57 µM] | -1%
35 | CCc1nn(CC(=O)NCCCN2CCOCC2)c(=O)c2cc3cc(F)ccc3n12 | i | -4% | -1% | 66%[activator] | -2%
36 | CC(NC(=O)CNC(=O)c1ccc2c(c1)OCO2)c1ccc(S(N)(=O)=O)cc1 (centres undefined) | i | x | -13% | 42%[activator] | -5%
37 | Cc1c(S(=O)(=O)c2cccc(Cl)c2)nnn1-c1cccc(C(F)(F)F)c1 | i | -10% | 4% | 29% | 4%
38 | O=C(c1ccco1)N1CCN(c2ncnc3c2nnn3Cc2ccccc2Cl)CC1 | -9% | -4% | u | 8% | 1%
39 | CC(C)C(NC(=O)C1CCCCC1)C(=O)NC1CCCC(C)C1C (centres undefined) | -6% | -4% | -5% | 30% | 1%
40 | COC(=O)[C@]1(C)N[C@H](CN(C)C(=O)C2CCCCC2)[C@@H]2C(=O)N(C)C(=O)[C@@H]21 | 6% | x | -20% | 9% | 3%
41 | O=C(CNCCc1ccc(F)cc1)Nc1cc(F)ccc1F | -3% | -5% | 28µM* | -6% | -8%
42 | Cc1cccc(N(CC(=O)N2CCN(c3ccccc3F)CC2)S(C)(=O)=O)c1 | 2% | -2% | -10% | 39% | -1%

item | G9a block | Pol iota inh | BAZ2B inh | GLS inh
28 | 18%[59 µM] | 20% | -3% | 1%
29 | x | 10% | 2% | 5%
30 | 18µM* | 21% | u | 0%
31 | 11%[59 µM] | 59%[activator] | -12% | 8%
32 | u | 13% | -9% | -21%
33 | 14%[12.7 µM] | 3% | 2% | 5%
34 | 8%[59 µM] | 0% | 12% | -19%
35 | 50µM* | 35%[activator] | -11%[57.1 µM] | 0%
36 | 38%[12.7 µM] | -8% | 0% | -1%
37 | 25%[59 µM] | -1% | 11% | -14%
38 | u | -15% | u | -16%
39 | -6%[0.501 µM] | 92%[activator] | -6% | -3%
40 | x | -11% | x | 3%
41 | u | 50%[activator] | 20µM* | -1%
42 | -35% | 6% | -26% | 11%
